DT40 TDP1 no CPT: qHTS for Inhibitors of human tyrosyl-DNA phosphodiesterase 1 (TDP1): qHTS in cells in absence of CPT; DT40 Tdp1-/- hTDP1 cells, no CPT, ATP luminescence, 48 h; AID 686978, 2013; 15% of 420,000 active; Potency, µM (series often up to 46.2 µM), for inactives: top-dose activity change, negative = growth inhibition, most hits filed as inhibitors; also: nearly all actives have a fitted effect of over 55% in size
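Luminescent ATP content (CellTiter-Glo) served as the growth readout. Knockout chicken DT40 cells expressing human TDP1 were exposed to compounds without camptothecin for a minimum 48 hr at 37 °C.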
DT40 TDP1 CPT: qHTS for Inhibitors of human tyrosyl-DNA phosphodiesterase 1 (TDP1): qHTS in cells in presence of CPT; 12% of 420,000 active; Potency, µM (top dose mostly 46.2 µM), for inactives: at the highest dose activity change, negative = growth inhibition, most hits filed as inhibitors; chicken DT40 Tdp1-/-;hTDP1 cells + 20 nM CPT, ATP luminescence, 48 h; also: nearly all actives have a fitted effect of over 55% in size
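Cell growth measured by CellTiter-Glo luminescence after a minimum 48 h, 37 C compound exposure with 20 nM CPT in Tdp1-knockout DT40 cells stably expressing hTDP1, seeded 400/well; qHTS titration format.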
TDP1 inh: qHTS Assay for Inhibitors of Tyrosyl-DNA Phosphodiesterase (TDP1); Tyrosyl-DNA phosphodiesterase 1 (Homo sapiens), Q9NUW8; recombinant TDP1, AlphaScreen DNA substrate cleavage; Potency, µM (highest dose often 130 µM), inactives show top-dose activity change, negative = inhibition, usual class: inhibitors; 0.28% of 350,000 active; AID 485290, 2010; also: nearly all actives have a fitted effect of over 40% in size
Target sequence (Q9NUW8 whole entry, looked up): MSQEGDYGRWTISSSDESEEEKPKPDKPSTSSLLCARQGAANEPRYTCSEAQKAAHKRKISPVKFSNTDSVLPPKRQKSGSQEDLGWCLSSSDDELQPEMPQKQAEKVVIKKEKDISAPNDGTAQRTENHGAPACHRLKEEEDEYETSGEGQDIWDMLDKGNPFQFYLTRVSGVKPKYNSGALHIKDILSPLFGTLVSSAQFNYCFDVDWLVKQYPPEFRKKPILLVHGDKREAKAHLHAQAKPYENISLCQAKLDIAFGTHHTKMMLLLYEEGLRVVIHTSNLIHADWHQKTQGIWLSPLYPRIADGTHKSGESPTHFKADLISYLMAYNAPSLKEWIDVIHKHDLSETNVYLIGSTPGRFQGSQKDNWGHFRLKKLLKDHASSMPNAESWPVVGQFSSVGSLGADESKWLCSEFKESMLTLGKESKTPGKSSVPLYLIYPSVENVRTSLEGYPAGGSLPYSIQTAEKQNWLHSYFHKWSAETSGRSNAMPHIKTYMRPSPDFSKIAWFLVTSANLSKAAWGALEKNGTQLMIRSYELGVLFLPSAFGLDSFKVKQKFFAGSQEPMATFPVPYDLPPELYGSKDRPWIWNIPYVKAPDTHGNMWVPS
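E. coli-derived human Tdp1, 1 nM final. Cpd preinc 15 min RT; substrate 15 nM final, 5 min RT; AS bead mix 10 ug/ml final, 10 min RT. Signal loss = tyrosine-FITC cleavage. No-enzyme wells = max signal.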
* = called active by the depositor; ? = inconclusive; nt = no result given; [ ] = another dose, or the depositor's remark. Calls follow the shape of the dose curve; as a rule, active = well fitted curve in the direction sought with a large enough effect; inconclusive = small, poorly fitted or top-dose-only effect, or another doubt; inactive = no such curve, though single readings can be large; an effect the other way counts as inactive or inconclusive. % is scaled to controls: 0 for no effect and ±100 for the full control effect; potency is read from the fitted curve at half-maximal effect.

SMILES	DT40 TDP1 no CPT	DT40 TDP1 CPT	TDP1 inh
CC(C)CCOP(=O)(c1ccc(N(C)C)cc1)C(O)c1ccccc1F (centres undefined)	?	?	4%
Clc1ccc(-c2nnc(-c3cccnc3)o2)cc1	-21%	-8%	4%
O=C1CCCC2=C1Sc1ccccc1N2	-4%	5%	2%
CCOC(=O)/C(C#N)=C1/C=C(C)NC(c2ccccc2O)=N1	21µM*	15µM*	8%
COc1ccc(CCN(Cc2nc3ccccc3c(=O)[nH]2)C(=O)C2CC2)cc1	-20%	-20%	-5%
CC(C)NC(=O)c1ccc(CN2CCc3ccccc3C2)cc1	?	-20%	nt
CC(=O)c1c(O)c2ccccc2n(C(C)C)c1=O	15%	-5%	3%
C[C@@H]1ON(C)[C@H]2C[C@H]3c4cc(N5CCN(C)CC5)ccc4CCN3C(=O)[C@@H]12	1%	-8%	nt
COc1ccc([N+](=O)[O-])cc1NCc1cccnc1	1%	13%	3%
Cc1ccc2nc(-c3ccncc3)c(NC3CCCCC3)n2c1	?	23µM*	5%
CCN(CC(=O)NC(=O)Nc1ccccc1F)Cc1ccccc1	9%	5%	nt
Cc1ccc(-n2nc(C(=O)N3CCN(c4cc(C)ccc4C)CC3)c3c4ccccc4n(C)c3c2=O)cc1	-1%	-15%	2%
CC1=NN(c2ccc([N+](=O)[O-])cc2)C(=O)C1[N+](=O)[O-] (centres undefined)	-26%[9.04 µM]	-28%[9.04 µM]	13%
COc1ccccc1NC(=O)C1CCN(S(C)(=O)=O)CC1	8%	4%	nt
COC(=O)Cc1c(C)c2ccc(OCC(=O)NCc3ccc4c(c3)OCO4)cc2oc1=O	-22%	0%	-4%
CCN1CCN(C(c2cccs2)C(C)NC(=O)c2ccccc2OC)CC1 (centres undefined)	2%	-15%	3%
O=C(NCCCc1nc2ccccc2n1CCCCOc1ccccc1)C1CCCCC1	13µM*	?	0%
COc1ccc(-c2ccc(C(=O)Nc3ccc(OC)nc3)c3occc23)c(C)c1	15µM*	0.37µM*	nt
Cc1ccc(S(=O)(=O)n2cnc3ccccc32)c(C)c1	-23%	-14%	4%
COc1ccc(C2C(C#N)=C(N)Oc3c2c(C)nn3-c2ccccc2)cc1Cn1nc(C)c([N+](=O)[O-])c1C (centres undefined)	-25%	-29%	11%
Nn1c(COc2cccc(Cl)c2)nc2ccccc2c1=O	-12%	4%	4%
Cc1ccc(C)c(OCC(=O)NCC(C)(C)N2CCOCC2)c1	-2%	?	0%
COCCn1nnnc1C(c1ccc(OC)cc1)N1CCN(C(=O)c2ccco2)CC1 (centres undefined)	-5%	0%	11%
COc1ccc(S(=O)(=O)N2CCOCC2)cc1NC(=O)Cc1coc2cc(C)c(C)cc12	-16%	-13%	4%
Cc1ccc(NC(=O)c2cccs2)cc1NC(=O)c1cccnc1	-17%	-17%	6%

Looked up by structure from above (3):
SMILES	DT40 TDP1 no CPT	DT40 TDP1 CPT	TDP1 inh
O=C1CCCC2=C1Sc1ccccc1N2	-4%	5%	2%
CC(C)NC(=O)c1ccc(CN2CCc3ccccc3C2)cc1	?	-20%	nt
COc1ccc([N+](=O)[O-])cc1NCc1cccnc1	1%	13%	3%

Complete entries, quoted from the list.
COC(=O)Cc1c(C)c2ccc(OCC(=O)NCc3ccc4c(c3)OCO4)cc2oc1=O is entered as DT40 TDP1 no CPT = -22%; DT40 TDP1 CPT = 0%; TDP1 inh = -4%
COc1ccc(C2C(C#N)=C(N)Oc3c2c(C)nn3-c2ccccc2)cc1Cn1nc(C)c([N+](=O)[O-])c1C (centres undefined) is entered as DT40 TDP1 no CPT = -25%; DT40 TDP1 CPT = -29%; TDP1 inh = 11%
CC1=NN(c2ccc([N+](=O)[O-])cc2)C(=O)C1[N+](=O)[O-] (centres undefined) is entered as DT40 TDP1 no CPT = -26%[9.04 µM]; DT40 TDP1 CPT = -28%[9.04 µM]; TDP1 inh = 13%

Carrying on:
SMILES	DT40 TDP1 no CPT	DT40 TDP1 CPT	TDP1 inh
Cc1nn(C(C)(C)C)c(NC(=O)c2ccc(Cl)cc2)c1Br	-12%	-15%	6%
Cc1c(/C=C/C(=O)c2ccc(Cl)s2)cnn1C	?	-27%	2%[56.1 µM]
CCOC(=O)c1c(NC(=O)c2ccccc2)sc2c1CCc1ccccc1-2	?	?	0%
CCCC1Nc2ccc(C(=O)O)cc2C2C=CCC12 (centres undefined)	4%	14%	3%
COc1ccccc1NC(=O)COc1ccccc1	-21%	-25%	0%
Cc1ccc(-n2c(C)cc(C(=O)COC(=O)c3ccc[nH]c3=O)c2C)cc1C	?	-30%	0%
CN1C(=S)SC(N(O)C(=O)Nc2ccc(Cl)c(Cl)c2)C1(C)C (centres undefined)	16µM*	21µM*	8%
COc1ccccc1NC(=O)N1CCC(CN2CCc3ccccc3C2)CC1	-21%	-18%	-3%
CCOc1ccc(/C=N/NC(=S)NC2CC3CC2C2C=CCC32)cc1 (centres undefined)	16µM*	16µM*	1%
CCc1ccc(-n2nc(C)c3c(C)cc(=O)n(CC(=O)Nc4ccc(OC)c(OC)c4)c32)cc1	-19%	-16%	6%
CC(C)Cc1ccc(C2=CSC3=NCCN23)cc1	?	?	nt
COc1cccc(-c2nnc(SCC(=O)NCc3ccc4c(c3)OCO4)n2Cc2ccco2)c1	-12%	1%	3%
Cc1c(C(=O)O)oc2ccc(S(=O)(=O)NCc3ccccc3)cc12	-9%	0%	2%
COc1ccc(NC(=O)c2cc(S(=O)(=O)N3CCCCC3)c[nH]2)c(OC)c1	-29%	-20%	nt
O=C(CCc1nc(CN2CCN(S(=O)(=O)c3ccc(F)cc3)CC2)no1)N1CCCCC1	-14%	-6%	8%
CCc1nn2cc(C(=O)c3cc(C)ccc3O)cnc2c1-c1ccc(F)cc1	?	?	5%
CC(C)(C)NC(=O)Cn1c(SCC(=O)Nc2nccs2)nc2ccccc21	-5%	-11%	2%[56.1 µM]
COc1ccc(CCC(=O)N2c3ccccc3N=C(c3ccc4c(c3)OCO4)C2C(=O)Nc2ccc(OC)cc2)cc1 (centres undefined)	-13%	2%	nt
O=C(O)C1CC=CCC1C(=O)Nc1ccccc1C(=O)N1CCN(c2ccc(F)cc2)CC1 (centres undefined)	?	-29%	3%
COc1cc(CNc2nc(C)c(-c3ccn(CC4CCCN(C)C4)n3)s2)ccc1F (centres undefined)	23µM*	-15%[9.04 µM]	nt
CCCCOc1cccc(C2c3c(-c4cc(C)ccc4O)n[nH]c3C(=O)N2CCOC)c1 (centres undefined)	?	?	6%
CN1CCS/C1=C/C=C1/SC(=S)N(Cc2ccccc2)C1=O	?	?	0%
CCCc1nc2ccccc2c(=O)n1CC(=O)c1ccc(F)cc1	?	?	nt
CC1(C)CC(=O)c2c(O)cc(O)cc2O1	-7%	-24%	-5%
Cc1[nH]nc(SCC(=O)N2CCCCC2)c1[N+](=O)[O-]	-5%	-3%	6%

Entries from the list above that contain a COOH group:
SMILES	DT40 TDP1 no CPT	DT40 TDP1 CPT	TDP1 inh
CCCC1Nc2ccc(C(=O)O)cc2C2C=CCC12 (centres undefined)	4%	14%	3%
Cc1c(C(=O)O)oc2ccc(S(=O)(=O)NCc3ccccc3)cc12	-9%	0%	2%
O=C(O)C1CC=CCC1C(=O)Nc1ccccc1C(=O)N1CCN(c2ccc(F)cc2)CC1 (centres undefined)	?	-29%	3%

Next compounds follow.
SMILES	DT40 TDP1 no CPT	DT40 TDP1 CPT	TDP1 inh
Cc1nc(C(=O)N(C)C)nn1-c1ccc([N+](=O)[O-])cc1	-19%	10%	1%
Cc1nn(C(C)C(=O)N2CCOCC2)c(=O)c2nn(-c3ccccc3)c(C)c12 (centres undefined)	11%	8%	4%
CCOC(=O)c1cc2c(n(-c3ccc(Cl)cc3)c1=O)CCCC2=O	-9%	0%	0%
C/C(=N\Nc1nnc2c3ccccc3n(C)c2n1)c1ccc(C)o1	?	-18%	6%
Cc1ccc(CNC(=O)CCCN2C(=O)CCn3nc(-c4cn(C)c5ccccc45)cc32)cc1	-1%	-8%	1%
CCn1cc(Br)c(C(=O)N2CCN(c3ccccc3)CC2)n1	-12%	-7%	7%
N/C(=N\NS(=O)(=O)c1ccccc1C(F)(F)F)c1ccccn1	-17%	3%	3%
COc1ccccc1N1CCN(C(=O)CCN2C(=O)c3cccc4cccc(c34)C2=O)CC1	?	?	-5%
CN(C)S(=O)(=O)c1cccc(NC(=O)c2n[nH]c(=O)c3ccccc23)c1	-24%	?	-3%
COC(=O)CSc1nnc(-c2ccccn2)n1N	8%	2%	6%
COc1ccc(CCNC(=O)c2cc(C(=O)c3cc(Cl)ccc3O)cn(CCc3ccc(OC)cc3)c2=O)cc1	10µM*	10µM*	7%
COc1ccc(C(O)c2ncc(-c3ccccc3)[nH]2)cc1F (centres undefined)	-9%	-25%	nt
CCOC(=O)c1csc(NC(=O)C2CCCCC2)n1	-10%	0%	0%
CCCNC(=O)c1cc(-c2ccccc2)c(N2CCCCC2)s1	?	?	nt
COc1ccc(Cl)c(NC(=O)Cn2nnc(-c3ccccc3N)n2)c1	-29%	-23%	1%
O=C(Nc1ccccc1Cl)c1ccc(F)c(S(=O)(=O)NCc2ccc(Cl)c(Cl)c2)c1	?	?	0%
COC(=O)C1=CN(c2ccc(F)cc2)C(N)=C(C#N)C1c1ccc(-c2ccccc2)cc1 (centres undefined)	5.8µM*	7.3µM*	nt
O=C(COC(=O)c1c2c(nc3ccccc13)CCCC2)c1cccs1	?	29µM*	4%
Cc1ccc(S(=O)(=O)Cn2nnnc2C(c2ccc(F)cc2)N2CCCCC2)cc1 (centres undefined)	23µM*	?	-2%
C#CC(C)(C)NC(=O)CSc1nc2c(c(=O)n(C)c(=O)n2C)n1CCCC	-10%	-13%	2%
C[C@H](CO)N1C[C@H](C)[C@@H](CN(C)Cc2ccc3cccnc3c2)OCc2cnnn2CCCC1=O	-2%	-8%	nt
O=C(NCc1ccccc1Cl)[C@H]1CCCN1C(=O)[C@H]1CCCN1C(=O)c1ccccc1	-14%	-20%	nt
COc1cc2c(cc1NC(=O)CSc1ccc(Cl)cc1)oc1ccccc12	?	-32%	-3%
O=C(CN1C(=O)c2ccccc2C1=O)NNC1=NS(=O)(=O)c2ccccc21	-17%	-3%	2%
COc1ccc(C(=O)NNC(=O)COC(=O)c2sccc2C)cc1	-12%	1%	1%[56.1 µM]

(cont.)
SMILES	DT40 TDP1 no CPT	DT40 TDP1 CPT	TDP1 inh
Cc1ccc(Nc2nnc(C(C)(C)C)c(=O)n2N)cc1	-28%	3%	4%
CCOC(=O)C1=NN(C(C)=O)C2C(=O)N(CC)C(=O)C12 (centres undefined)	4%	-4%	nt
Cc1cccc(S(=O)Cc2ccc(C(=O)N3CCN(C(=O)c4ccco4)CC3)o2)c1 (centres undefined)	8%	-19%	2%
O=C(NCCc1ccccc1)c1ccc(CS(=O)(=O)Cc2ccccc2Cl)o1	?	?	8%
CCOc1cc(/C=N/NC(=O)c2cc(-c3ccccc3)nc3ccccc23)ccc1O	?	?	nt
CCCCN(C=O)c1c(CC)nc2ccc(C(=O)NCCN(C)C)cn12	-5%	-16%	nt
Cc1ccc(NC2CCCN(C(=O)CCc3ccncc3)C2)cc1C (centres undefined)	-10%	-28%	4%
COc1ccc(S(=O)(=O)N(C)c2ccc(C(=O)Nc3ccccc3C(=O)N3CCOCC3)cc2)cc1OC	-14%	?	1%
CCOC(=O)c1c(NC(=O)/C=C/c2ccc(C)cc2)sc(C(C)=O)c1C	-6%	-3%	1%[12.3 µM]
COc1cc2c(cc1OC)C(C)N(S(=O)(=O)c1cn(C)c(C)n1)CC2 (centres undefined)	-5%	-4%	5%
C[C@@H]1Cn2cnc(C(=O)Nc3cccc(Cl)c3)c2C(=O)N1	?	?	nt
CCOCC(=O)Nc1nnc(SCCOC)s1	-7%	-16%	5%
O=C(CCn1ccc2cc(S(=O)(=O)N3CCCC3)ccc21)NCc1cccc(Br)c1	?	18µM*	3%
CCOc1ccc(NC(=O)c2cccc(NC(C)=O)c2)cc1S(=O)(=O)N1CCCC1	?	?	0%
CCN(CC)c1ccc(-c2nnc(SCC(=O)N(CCOC)c3c(N)n(CC(C)C)c(=O)[nH]c3=O)o2)cc1	?	?	-2%
CN1CCN(c2ccccc2NC(=O)c2cc3ccccc3o2)CC1	?	?	-3%
O=C(CSc1nnc(NC(=O)c2c(F)cccc2Cl)s1)Nc1ccccc1F	2%	5%	4%
CCc1ccccc1NC(=O)Cn1c(=O)ccc2cc(S(=O)(=O)N3CCCC3)ccc21	?	?	8%
CCC(=O)Nc1ccc(NC(=S)NC(=O)c2oc3ccccc3c2C)cc1	-20%	-21%	5%
O=C1/C(=C/c2cccc(Cl)c2)SC(=S)N1CCC(=O)N1CCCCC1CCO (centres undefined)	?	?	8%
Cc1cc(NC(=O)c2ccc3c(c2)C(=O)N(CCC(C)C)C3=O)no1	-19%	-29%	1%

Random draw from the library (roughly 18% active in at least one column).
